Pf growth 48h = Primary qHTS for delayed death inhibitors of the malarial parasite plastid, 48 hour incubation; Potency, µM (highest dose often 28.7 µM), without a hit: at the top dose activity change, negative = inhibition, actives largely listed as inhibitors; hit rate 5.9% among 310,000; AID 504832, 2011; P. falciparum luciferase growth in erythrocytes, 48 h; note: potency is the fitted concentration of half-maximal effect; % is set by controls: 0 for no effect and ±100 for the full control effect
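Cell-based growth assay: transgenic P. falciparum expressing firefly luciferase, cultured in red cells within RPMI 1640 containing 0.5% w/v Albumax, 24 mM bicarbonate and gentamycin. A drop in luciferase activity indicates inhibition.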
Cycloheximide cs = Cycloheximide Counterscreen for Small Molecule Inhibitors of Shiga Toxin; cell reporter, cycloheximide protein synthesis inhibition counterscreen; AID 2314, 2010; hit rate 12% among 300,000; max response, %; in the data active = max response mostly above about 13%, no sharp cut-off; inactive = mostly below about 14%; note: read at 38.3 µM for the half of the compounds with a filed dose; 0% is about no effect
Shiga inhibitor = A qHTS for Small Molecule Inhibitors of Shiga Toxin; Vero cells, Shiga toxin protein synthesis inhibition reporter; inhibition, % at 38.7 µM; hit rate 9.2% among 290,000; AID 2315, 2010; in the data active = inhibition mostly above about 28%, no sharp cut-off; inactive = mostly below about 43%; note: 0% is about no effect
Pf growth 96h = Primary qHTS for delayed death inhibitors of the malarial parasite plastid, 96 hour incubation; P. falciparum luciferase reporter growth, 96 h; AID 504834, 2011; Potency, µM (doses to about 28.7 µM), without a hit: at the highest dose activity change, negative = inhibition, most hits filed as inhibitors; hit rate 6.9% among 320,000; note: potency is the fitted concentration of half-maximal effect; % is set by controls: 0 for no effect and ±100 for the full control effect
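Infected RBCs, 2% Hct / 0.05% parasitemia final; luciferase-reporter P. falciparum; cpd 96 h, 37 C, 5% CO2; luciferase detection reagent; luminescence.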
LmPK inhibitor = qHTS Assay for Inhibitors of Leishmania Mexicana Pyruvate Kinase (LmPK) | Q27686 | purified LmPK, Kinase-Glo ATP luminescence, 1 h | Potency, µM (top dose mostly 57.5 µM), for inactives: top-dose activity change, negative = inhibition, actives largely listed as inhibitors | hit rate 0.37% among 290,000 | AID 1721, 2009; note: potency is the fitted concentration of half-maximal effect; % is set by controls: 0 for no effect and ±100 for the full control effect
Target sequence (Q27686 whole entry, looked up): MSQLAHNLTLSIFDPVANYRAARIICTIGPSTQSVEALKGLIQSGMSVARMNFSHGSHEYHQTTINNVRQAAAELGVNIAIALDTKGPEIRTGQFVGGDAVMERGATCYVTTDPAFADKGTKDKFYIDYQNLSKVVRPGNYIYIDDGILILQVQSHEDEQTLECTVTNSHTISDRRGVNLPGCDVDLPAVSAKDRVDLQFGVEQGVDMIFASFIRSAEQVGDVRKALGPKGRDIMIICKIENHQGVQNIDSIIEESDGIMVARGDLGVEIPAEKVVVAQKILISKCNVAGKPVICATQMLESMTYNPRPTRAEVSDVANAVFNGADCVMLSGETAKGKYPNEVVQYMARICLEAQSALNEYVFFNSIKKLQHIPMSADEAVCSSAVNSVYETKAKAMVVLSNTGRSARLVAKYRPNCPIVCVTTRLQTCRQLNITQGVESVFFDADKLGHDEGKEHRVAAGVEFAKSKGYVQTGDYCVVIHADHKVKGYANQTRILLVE
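Purified LmPK (0.1 nM) converted ADP (0.1 mM) to ATP with PEP (0.5 mM) in imidazole buffer pH 7.2 with KCl and MgCl2, 1 h at room temperature. ATP was read by Kinase-Glo luminescence; data normalized to uninhibited and no-enzyme controls.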
Tb PYK inh = qHTS of Trypanosoma Brucei Inhibitors | pyruvate kinase (Trypanosoma brucei), Q57TT1 | TbPYK enzyme, Kinase-Glo Plus ATP luminescence, 45 min | Potency, µM (doses to about 76.8 µM), inactives show at the highest dose activity, negative = inhibition, actives largely listed as inhibitors | hit rate 0.12% among 410,000; note: potency is the fitted concentration of half-maximal effect; % is set by controls: 0 for no effect and ±100 for the full control effect; nearly all actives have a fitted effect of over 50% in size
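ADP (130 uM final) triggers the TbPYK reaction after compound addition; incubation is 45 min at room temperature. Kinase-Glo Plus is then added and luminescence imaged. Normalized data are fitted to concentration-effect curves.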
AmpC inh no detg = qHTS Inhibitors of AmpC Beta-Lactamase (assay without detergent) | P00811 | AmpC nitrocefin hydrolysis, absorbance 480 nm, 0.0001% Triton | Potency, µM (series often up to 57.1 µM), inactives show at the top dose activity change, negative = inhibition, actives largely listed as inhibitors | hit rate 0.52% among 330,000 | AID 485341, 2010;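 note: potency is the fitted concentration of half-maximal effect; plate controls were no compound for no effect and no enzyme for full effect; nearly all actives have a fitted effect of over 20% in size; some results filed as inactive show a strong effect at the top dose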
Target sequence (P00811 whole entry, looked up): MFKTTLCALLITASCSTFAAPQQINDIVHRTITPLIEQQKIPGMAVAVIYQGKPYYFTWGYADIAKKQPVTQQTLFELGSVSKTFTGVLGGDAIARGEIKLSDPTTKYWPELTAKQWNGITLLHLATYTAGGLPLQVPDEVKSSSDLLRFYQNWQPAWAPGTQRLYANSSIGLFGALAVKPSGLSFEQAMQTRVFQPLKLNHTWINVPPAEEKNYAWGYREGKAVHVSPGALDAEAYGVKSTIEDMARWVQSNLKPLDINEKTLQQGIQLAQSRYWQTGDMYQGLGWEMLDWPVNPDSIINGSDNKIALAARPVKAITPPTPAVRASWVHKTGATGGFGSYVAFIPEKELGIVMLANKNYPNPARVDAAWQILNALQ
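AmpC (5.3 nM in the dispensed reagent) in 20 mM phosphate pH 7.0 with 0.01% (detergent screen) or 0.0001% Triton X-100 was preincubated with compounds for 15 min at room temperature. Nitrocefin was then added from an 800 uM solution, and hydrolysis was followed at 480 nm.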
Numbers without * were called inactive; ? = inconclusive; nt = not tested or not shown; & = joins results of further samples; [ ] = remark or other dose. Unless noted, calls come from the whole dose curve; as a rule, active = well fitted curve in the direction sought with a large enough effect; inconclusive = small, poorly fitted or top-dose-only effect, or another doubt; inactive = no such curve, though single readings can be large; an effect the other way counts as inactive or inconclusive. An unsorted share of the library (roughly 22% active in at least one column).

Structure | Tb PYK inh | Pf growth 48h | AmpC inh no detg | Cycloheximide cs | Pf growth 96h | LmPK inhibitor | Shiga inhibitor
O=C(NNC(=S)Nc1ccc(F)c(Cl)c1)C1CC1 | -26% | -20% | -14% | 0 | 0% | 2% | -7
CC(=O)Nc1cccc(NC(=O)CSc2nc3c(c(=O)n(C)c(=O)n3C)n2C)c1 | 0% | 12% | -9% | -2 | -16% | -3% | -5
CN(CC(=O)Nc1c(Cl)cccc1Cl)C(=O)C1CCN(C(=O)Nc2ccccc2)CC1 | -1% | ? | -16% | nt | -3% | nt | nt
Cc1ccc(C(=O)O)cc1N=Nc1c(O)[nH]c(=O)[nH]c1=O | -2% | 18% | -23% | -1 | 14% | -14% | -16
CC(C)(C)c1nnc2sc(SCC(=O)c3cccs3)nn2c1=O | -12% | -18% | -55% | 14 | -8% | 1% | 14
CCOc1ccc(C(C(=O)NCC2CCCO2)N(Cc2cccc(OC)c2)C(=O)c2snc(C(N)=O)c2N)cc1 (stereo not given) | -1% | 13µM* | 146%[activator] | -4 | ? | -5% | -6
CCN(CC)CCCCCC(=O)Nc1ccccc1C(=O)Nc1ccccc1 | -7% | 10% | -34% | 0 | 10µM* | 3% | -4
FC(F)(F)c1cc(-c2cccs2)nc2cc(-c3cccs3)nn12 | 1% | ? | -19% | 2 | ? | -1% | 19
COc1ccc(C2=NOC(C(=O)N3CCN(c4ccccc4OC)CC3)C2)cc1 (stereo not given) | -1% | nt | 6% | -5 | ? | 0% | -11
COc1ccc(-c2cnnc(N/N=C/c3c(C)nn(-c4ccccc4)c3Cl)n2)cc1 | -2% | -25% | -22% | -2 | ? | 5% | 19
Cc1ccc(S(=O)(=O)N2CCC(C(=O)OCC(=O)N3CC(=O)Nc4ccccc43)CC2)cc1 | 0% | ? | 21% | -1 | -17% | -2% | -24
Cc1nc2nc(C)c(CCC(=O)N3CCN(c4ccccn4)CC3)c(C)n2n1 | -5% | -3% | 3% | -3 | 13% | -1% | 2
O=C(Nc1ccccc1C(=O)N1CCCC1)C1COc2ccccc2O1 (stereo not given) | -2% | -2% | -23% | 2 | ? | 4% | -6
O=C(Nc1nc2ccccc2s1)c1cc(-c2ccco2)nc2ccccc12 | -6% | 35%[activator] | -36% | 50* | 41%[activator] | 1% | 60*
CCC(CC)C(=O)N1c2ccc(F)cc2CCC1C (stereo not given) | 3% | 5% | -8% | 2 | 60%[activator] | -2% | 2
COc1ccc(OCCCC(=O)NC(C)c2ccccc2)cc1 (stereo not given) | -2% | nt | -2% | 6 | 9.3µM* | 0% | -11
Cc1cc(-c2nnc(SCC(=O)Nc3ccc(C)c(C)c3)n2N)n[nH]1 | -6% | -17% | 10% | -2 | ? | 1% | -2
c1ccc(-c2nnsc2-c2nc3ccccc3[nH]2)cc1 | -19% | 9% | -41% | 23* | 0% | -1% | 43*
CCCCCc1nnc(NC(=O)c2ccc(N3CCCC3=O)cc2)s1 | 6% | 9% | -21% | nt | 4% | nt | nt
CCN(CC(=O)NC1CCCC1)S(=O)(=O)c1ccc(Br)cc1 | 1% | -18% | 14% | 5 | 31%[activator] | 0% | -16

A draw from above in order of formula weight, low to high.
Structure | Tb PYK inh | Pf growth 48h | AmpC inh no detg | Cycloheximide cs | Pf growth 96h | LmPK inhibitor | Shiga inhibitor
CCC(CC)C(=O)N1c2ccc(F)cc2CCC1C (stereo not given) | 3% | 5% | -8% | 2 | 60%[activator] | -2% | 2
Cc1cc(-c2nnc(SCC(=O)Nc3ccc(C)c(C)c3)n2N)n[nH]1 | -6% | -17% | 10% | -2 | ? | 1% | -2
CCCCCc1nnc(NC(=O)c2ccc(N3CCCC3=O)cc2)s1 | 6% | 9% | -21% | nt | 4% | nt | nt
O=C(Nc1nc2ccccc2s1)c1cc(-c2ccco2)nc2ccccc12 | -6% | 35%[activator] | -36% | 50* | 41%[activator] | 1% | 60*
Cc1nc2nc(C)c(CCC(=O)N3CCN(c4ccccn4)CC3)c(C)n2n1 | -5% | -3% | 3% | -3 | 13% | -1% | 2
CCN(CC)CCCCCC(=O)Nc1ccccc1C(=O)Nc1ccccc1 | -7% | 10% | -34% | 0 | 10µM* | 3% | -4
CCN(CC(=O)NC1CCCC1)S(=O)(=O)c1ccc(Br)cc1 | 1% | -18% | 14% | 5 | 31%[activator] | 0% | -16
CC(=O)Nc1cccc(NC(=O)CSc2nc3c(c(=O)n(C)c(=O)n3C)n2C)c1 | 0% | 12% | -9% | -2 | -16% | -3% | -5
COc1ccc(-c2cnnc(N/N=C/c3c(C)nn(-c4ccccc4)c3Cl)n2)cc1 | -2% | -25% | -22% | -2 | ? | 5% | 19
CCOc1ccc(C(C(=O)NCC2CCCO2)N(Cc2cccc(OC)c2)C(=O)c2snc(C(N)=O)c2N)cc1 (stereo not given) | -1% | 13µM* | 146%[activator] | -4 | ? | -5% | -6

Continued.
Structure | Tb PYK inh | Pf growth 48h | AmpC inh no detg | Cycloheximide cs | Pf growth 96h | LmPK inhibitor | Shiga inhibitor
COc1ccc([N+](=O)[O-])cc1NC(=O)C(C)N1CCCC1 (stereo not given) | -5% | 33%[activator] | -5% | 1 | 36%[activator] | -2% | 17
Cc1noc(C)c1S(=O)(=O)N1CCN(S(=O)(=O)c2ccccc2C#N)CC1 | -2% | -18% | -14% | -3 | -25% | 8% | 6
O=C(CSc1nnnn1C1CCCC1)NCc1cccs1 | -1% | 0% | -25% | 4 | ? | 0% | -20
COc1ccc(C/C(C)=N/NC(=S)Nc2ccc(Cl)cc2)cc1 | -11% | 35%[activator] | -17% | -2 | 32%[activator] | 3% | 1
Cc1ccc(S(=O)(=O)Nc2cccc(C(=O)N3CCOCC3)c2)cc1 | -1% | 13% | -15% | -3 | 21% | 8% | -7
CC(=O)Nc1ccc(S(=O)(=O)N2CCC(C(=O)N[C@@H](Cc3ccccc3)C(=O)O)CC2)cc1 | -6% | 15% | -8% | 11 | 16% | 0% | -6
Cc1ccc(NC(=O)CN(C)S(=O)(=O)c2ccc3c(c2)n(C)c(=O)c(=O)n3C)c(C)c1 | -25%&1% | -5% | -12% | -3 | ? | 5% | -8
CCC(C)(C)NC(=O)CN(Cc1cccs1)C(=O)C(=O)Nc1ccc2c(c1)OCCO2 | 2% | ? | 0% | -1 | ? | 3% | 44
C=CCNCCOc1c(C)cc(C)cc1Cl | -8% | -2% | -16% | -3 | 1% | 0% | 10
O=C(/C=C/c1c[nH]c2ccccc12)c1cccc2ccccc12 | 4% | 4% | -29% | 28* | 9.3µM* | 3% | 37*
CCN(C(=O)CN1CCN(Cc2ccccc2)CC1)c1c(N)n(Cc2ccccc2)c(=O)[nH]c1=O | -16% | -4% | -37% | -2 | 20% | 1% | -11
CC(OC(=O)c1ccc(-c2ccc(O)cc2)cc1)C(=O)NC1CCCCC1C (stereo not given) | 1% | -20% | -26% | nt | ? | nt | nt
Cc1ccc(N2C(=O)CC(C3CCCO3)C2=O)cc1 (stereo not given) | 2% | nt | -12% | -1 | -1% | -9% | -2
Cc1ccc(S(=O)(=O)C2C(=O)N(C)C3(C)CC2c2ccccc2O3)cc1 (stereo not given) | -7% | -4% | -5% | -1 | -1% | 1% | -14
Cc1cccc(C)c1C(OCCN(C)C)C1CCCCC1 (stereo not given) | 1% | ? | 43% | -4 | ? | -1% | -11
CCCOC1CCCN(C(=O)CCc2nnc(CCCCc3ccccc3)o2)C1 (stereo not given) | 6% | ? | 160%[activator] | 34* | ? | 3% | 41*
CCCC(=O)Nc1ccc2c(c1)C(=O)NC2=O | -8% | 15% | 45µM* | -2 | 33%[activator] | -3% | 14
CC1CCCN(CCOc2ccc3ccccc3c2Br)C1 (stereo not given) | -17% | ? | 0%[2.29 µM] | 14 | ? | 1% | 43*
Cc1ccccc1N=C1SC(CC(=O)Nc2ccc3ccccc3c2)C(=O)N1Cc1ccccn1 (stereo not given) | -4% | 1.2µM* | -4% | 29* | 3.7µM* | 4% | 48
Cc1ccc(C(=O)c2cc([N+](=O)[O-])ccc2N2CCCCC2)cc1C | 9% | 0% | -29% | -1 | ? | 3% | -18
CC1CCC(NC(=O)c2nc(Cn3ccc([N+](=O)[O-])n3)no2)CC1 (stereo not given) | -3% | 21% | -7% | -1 | ? | 0% | 32
Cc1ccc(S(=O)(=O)N2CCCCC2)cc1NC(=O)CCOc1ccccc1 | 2% | -24% | -29% | 7 | ? | -5% | -8
CCCc1cc(C(=O)NNC(=S)NCc2ccccc2)cs1 | -2% | 17% | nt | -3 | 10% | 6% | 10
CCOc1ccc(S(=O)(=O)N2CCC(C(=O)NCCN3CCOCC3)CC2)cc1C | 2% | 13% | 35% | -9 | 20% | 5% | 2
O=C(CN(c1ccc(Br)cc1)S(=O)(=O)c1ccc(Cl)c([N+](=O)[O-])c1)NCCc1ccccc1 | -1% | 10% | -18% | -2 | 3% | 4% | -5
CC(C)(C)C(=O)Cn1c(NCCCl)nc2ccccc21 | -21% | 2% | -9% | -14 | ? | -2% | 21
Cc1c(N2C(=O)C3C4C=CC(C5CC45)C3C2=O)c(=O)n(-c2ccccc2)n1C (stereo not given) | 2% | 5% | -2% | 2 | 31%[activator] | -2% | -17
Cc1cc(C)cc(C(=O)NC(CC(N)=O)c2ccc(N3CCCCCC3)c([N+](=O)[O-])c2)c1 (stereo not given) | -2% | 9% | -22% | -2 | 4% | -1% | -2
O=[N+]([O-])c1ccc(SCc2ccco2)cc1N1CCOCC1 | 8% | ? | -11% | 29* | -11% | 0% | 54*
Cc1cccc2c(=O)cc(C)n(CC(=O)N3CCCCC3)c12 | 4% | 18% | 28% | -3 | -1% | -6% | 12
CCCC(=O)Nc1nnc(CC(=O)N2CCCC2)s1 | 2% | ? | -13% | -5 | nt | -1% | 26
O=C(CN1C(=O)C2C3CC(C(Br)C3Br)C2C1=O)OCC(=O)c1cccc([N+](=O)[O-])c1 (stereo not given) | -9% | 7% | -14% | -2 | 28% | 6% | -4
Cc1cc(NC(=O)CN2C(=O)NC3(CCCCCC3)C2=O)no1 | -4% | -5% | -10% | 12 | 22% | -9% | -12
CCCCn1c(NC(=O)c2ccc(Br)o2)c(C(=O)OCC)c2nc3ccccc3nc21 | -7% | ? | 35% | 4 | -101% | -2% | 7
COc1cc(/C=N/NC(=O)c2cc(C3CC3)[nH]n2)ccc1O | 0% | 2% | -13% | 16* | 10% | 1% | 40
O=[N+]([O-])c1ccc(Nc2nc(Cl)nc(NCCO)n2)cc1 | 4% | 22% | -21% | -1 | -25% | -2% | -13
